Menin-MLL TR inh: inhibitors of human menin-MLL interaction, mutant MLL peptide; O00255; Potency, µM (highest dose often 61.6 µM), inactives show at the top dose FP activity change, negative = inhibition, actives largely listed as inhibitors; 270,000 compounds, 0.23% hits; AID 1768; Menin + Texas Red MLL mutant peptide, fluorescence polarization; active means well fitted inhibition curve with a large enough effect in the polarisation, with a control signal flat, not every such curve was filed as active; inconclusive means small, poorly fitted or top-dose-only effect, or effect the other way, or a change in a side signal; inactive means no such curve, though single readings can be large or run the other way; the % refers to the polarisation; further: potency means the concentration at half of the fitted maximal effect; % of control where 0% means no effect; many of its hits are not listed in these tables
Target sequence (O00255 whole entry, looked up): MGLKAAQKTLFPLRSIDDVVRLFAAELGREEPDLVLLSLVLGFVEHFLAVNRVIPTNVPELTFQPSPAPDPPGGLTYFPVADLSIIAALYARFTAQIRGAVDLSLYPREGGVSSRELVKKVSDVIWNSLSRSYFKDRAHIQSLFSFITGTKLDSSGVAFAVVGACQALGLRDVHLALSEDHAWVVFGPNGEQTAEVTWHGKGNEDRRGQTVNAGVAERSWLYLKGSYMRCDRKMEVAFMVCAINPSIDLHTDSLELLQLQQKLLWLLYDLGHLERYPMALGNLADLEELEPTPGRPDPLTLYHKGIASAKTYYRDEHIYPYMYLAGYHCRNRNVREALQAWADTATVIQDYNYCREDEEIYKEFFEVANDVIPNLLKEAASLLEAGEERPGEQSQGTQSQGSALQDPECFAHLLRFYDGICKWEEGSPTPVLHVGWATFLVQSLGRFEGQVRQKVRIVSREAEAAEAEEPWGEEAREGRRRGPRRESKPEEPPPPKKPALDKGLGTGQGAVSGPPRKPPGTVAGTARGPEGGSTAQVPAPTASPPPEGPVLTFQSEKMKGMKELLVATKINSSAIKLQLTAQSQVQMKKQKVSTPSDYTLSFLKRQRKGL
B2AR arrestin: beta2AR (human) beta-arrestin recruitment activity | P07550 | beta-arrestin recruitment to beta2AR, cell-based reporter | Potency, µM (series often up to 46.1 µM), inactives show at the highest dose activation, hits mostly activators | 330,000 compounds, 0.02% hits;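 further: potency means the concentration at half of the fitted maximal effect; 0% = DMSO controls and full agonism = EC100 isoproterenol or metaproterenol; nearly all actives have a fitted effect of over 65% in size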
FBPA coupling cs: counter-screen for Giardia aldolase inhibitors: coupling enzyme system. activity change, negative = inhibition, % at 58.2 µM, hits read low. 290,000 compounds, 0.67% hits. AID 2472. coupling enzyme system counterscreen, AmpLite Red fluorescence; in the data active means activity change below about -30%; further: on the % scale 0 is the no-effect control and ±100 the full control effect
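Final compound at 57.5 uM, incubated 10 min at RT with coupling enzyme reagent (glyceraldehyde-3-phosphate), then 20 min with substrate and AmpLite Red detection. Fluorescence read at 525/598 nm; tests interference with the coupling assay, not aldolase inhibition.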
a7 integrin act: activators of alpha7 integrin expression for muscular dystrophy; alpha7betagal myoblasts, beta-gal FDG fluorescence, 48 h; Potency, µM (series often up to 38.3 µM), for the others: top-dose activation, actives largely listed as activators; 350,000 compounds, 0.064% hits;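 further: potency means the concentration at half of the fitted maximal effect; 100% = response of the positive control SU9516; nearly all actives have a fitted effect of over 60% in size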
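Alpha7betagal+/- myoblasts (passage 13) were plated 16-24 hr, then exposed to compounds (1:260 dilution of DMSO stock) for 48 hours at 37C. After MPER lysis, β-galactosidase reporter activity was read as FDG fluorescence (ex 480/em 540) after 30 minutes.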
PKM2 act: increases activity of human pyruvate kinase M2 | 260,000 compounds, 0.34% hits | P14618 | Potency, µM (doses to about 57.5 µM), inactives show at the top dose activation, actives largely listed as activators | purified PKM2, Kinase-Glo ATP luminescence, activation; response scale: 0% is enzyme alone, no compound; further: potency means the concentration at half of the fitted maximal effect; on the % scale 0 is the no-effect control and ±100 the full control effect; nearly all actives have a fitted effect of over 55% in size
Target sequence (P14618 whole entry, looked up): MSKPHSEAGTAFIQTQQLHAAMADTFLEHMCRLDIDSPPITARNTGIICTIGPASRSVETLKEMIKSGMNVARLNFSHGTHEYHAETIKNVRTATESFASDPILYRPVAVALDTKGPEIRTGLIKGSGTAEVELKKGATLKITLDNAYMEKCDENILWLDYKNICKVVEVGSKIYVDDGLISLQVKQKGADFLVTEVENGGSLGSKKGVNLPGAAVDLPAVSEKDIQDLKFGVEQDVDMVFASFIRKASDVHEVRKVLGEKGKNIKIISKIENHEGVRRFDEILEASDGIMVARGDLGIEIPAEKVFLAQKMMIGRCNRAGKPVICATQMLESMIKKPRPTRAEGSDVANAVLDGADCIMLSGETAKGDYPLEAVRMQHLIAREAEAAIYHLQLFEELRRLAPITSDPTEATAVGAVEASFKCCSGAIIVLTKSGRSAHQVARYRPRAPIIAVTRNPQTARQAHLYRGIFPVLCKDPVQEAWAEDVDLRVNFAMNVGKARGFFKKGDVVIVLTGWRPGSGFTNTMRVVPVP
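Purified hPK-M2 (>95%) run at intermediate activity with 0.1 mM ADP and 0.5 mM PEP in 50 mM imidazole pH 7.2, KCl, MgCl2; 1 h room temperature. ATP formed read by Kinase-Glo luminescence; normalized to uninhibited and no-enzyme controls.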
GALK inhibitor: inhibitors of human galactokinase. Purified GALK, Kinase-Glo residual ATP luminescence. P51570. 270,000 compounds, 0.007% hits. AID 1868. Potency, µM (top dose mostly 57.5 µM), without a hit: top-dose activity change, negative = inhibition, most hits filed as inhibitors; further: potency means the concentration at half of the fitted maximal effect; on the % scale 0 is the no-effect control and ±100 the full control effect
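ATP-depletion format; final 35 uM ATP, 100 uM D-galactose, 5 nM enzyme; pH 8.0 HEPES/Mg2+ buffer; 60 min RT; luminescence read 10 min after detection reagent.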
Chronic BCR inh: chronic active BCR signaling inhibition. 340,000 compounds, 0.05% hits. ABC-DLBCL IkBa-CBG/CBR reporter, luminescence ratio, 4 h. AID 493014. Potency, µM (top dose mostly 46.1 µM), for the others: at the highest dose ratio change, negative = lower green/red ratio, usual class: inhibitors; active means well fitted inhibition curve with a large enough effect in the signal ratio, with a control signal flat, not every such curve was filed as active; inconclusive means small, poorly fitted or top-dose-only effect, or effect the other way, or a change in a side signal; the % refers to the signal ratio;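 further: potency means the concentration at half of the fitted maximal effect; plate controls were basal doxycycline-induced cells for no effect and cells given 10 µM MG132 for full effect; MG132 reads +100%, hits lower the ratio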
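TMD8 ABC-DLBCL cells carrying doxycycline-inducible green luciferase fused to IkappaBalpha plus unfused red luciferase were exposed to compounds (up to 46 uM) for 4 hrs at 37C. Activity came from the overlap-corrected green/red luminescence ratio.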
Giardia killer: kills Giardia lamblia; Giardia lamblia trophozoite viability; 340,000 compounds, 0.15% hits; activity change, % at 7.66 µM, hits read low; AID 540267; in the data active means activity change below about -80%; inconclusive means between about -30% and that limit;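 further: parasites exposed to compound for two days anaerobically before the ATP read; on the % scale 0 is the no-effect control and ±100 the full control effect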
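Anaerobic 48 hrs incubation at 37 deg C of 100 trophozoites/well with test compounds; ATPLite 1-Step luminescence, 15-30 min RT, reports cellular ATP as viability.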
TSG101-PTAP inh: blocks PTAP/TSG101 interaction to inhibit HIV-1 budding; Fluorescence polarization, FITC-PTAP peptide / Tsg101 binding; Potency, µM (top dose mostly 115 µM), inactives show top-dose activity change, negative = inhibition, actives largely listed as inhibitors; 340,000 tested, under 10 active; active means well fitted inhibition curve with a large enough effect in the main read-out, with a control signal flat, not every such curve was filed as active; inconclusive means small, poorly fitted or top-dose-only effect, or effect the other way, or a change in a side signal; inactive means no such curve, though single readings can be large or run the other way; further: potency means the concentration at half of the fitted maximal effect; % of control where 0% means no effect
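Tsg101 binding domain (10 uM final) was mixed with compound and a FITC-labeled PTAP peptide (50 nM final) in HEPES pH 7.5 buffer with NaCl, Tween 20, EDTA and TCEP; fluorescence polarization was read after 20 min at r.t.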
S-ASM inh: inhibitors of human secretory acid sphingomyelinase. placental ASM, HMU-PC fluorogenic substrate, 60 min. Potency, µM (top dose mostly 57.5 µM), inactives show at the highest dose activity change, negative = inhibition, usual class: inhibitors. 340,000 compounds, 0.006% hits; further: potency means the concentration at half of the fitted maximal effect
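Fluorescence read-out (Ex 386 nm, Em 447 nm) after stopping the reaction at pH 10. Enzyme: ASM from human placenta; substrate HMU-PC0, 9 uM final; 60 min, 37 °C. Compound preincubation 10 min, ambient temperature.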
Tb PFK inh: inhibitors of T. brucei phosphofructokinase. AID 485367. Potency, µM (series often up to 57.5 µM), without a hit: at the highest dose activity, negative = inhibition, actives largely listed as inhibitors. T. brucei PFK, ADP-Glo luminescence. 330,000 compounds, 0.17% hits;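 further: potency means the concentration at half of the fitted maximal effect; 0% = uninhibited 1x PFK enzyme wells and -100% = no-enzyme wells; nearly all actives have a fitted effect of over 60% in size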
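Compounds were pin-transferred as a titration series up to 57 uM into substrate buffer (0.5 mM F6P, 0.1 mM ATP, pH 8.0), then 1.25 nM PFK was added and reactions ran 45 min before ADP-Glo detection.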
* hit, by the source's call; i = inactive; ? = inconclusive; . = not tested or not shown; & = joins results of further samples; [ ] = dose if it differs, or a comment. Unless noted, the call rests on the fitted dose curve; in most records, active means well fitted curve in the direction sought with a large enough effect; inconclusive means small, poorly fitted or top-dose-only effect, or another doubt; inactive means no such curve, though single readings can be large; an effect the other way counts as inactive or inconclusive.

SMILES | Menin-MLL TR inh | B2AR arrestin | FBPA coupling cs | a7 integrin act | PKM2 act | GALK inhibitor | Chronic BCR inh | Giardia killer | TSG101-PTAP inh | S-ASM inh | Tb PFK inh
Cc1cnc(-n2c(=S)[nH]c3ccccc3c2=O)s1 | . | 0.3% | . | ? | . | . | ? | 7 | 1% | 5% | -1%
COc1ccc(N/N=C/c2c(O)n(-c3cccc(C)c3)c(=O)[nH]c2=O)cc1 | 2% | -0.9% | 1 | -28% | -25% | 3% | 1% | 8 | 1% | 1% | 1%
CC1CCC2C(C)C(=O)OC3OC4(C)CCC1C32OO4 (centres undefined) | 7% | -1.0% | 2&-1 | -27% | . | -1% | 2% | -1 | -4% | 4% | 3%
CCOc1cccc(N2C(=O)CC(=O)NC2=O)c1 | -11% | 0.1% | 10 | -6% | 18% | -2% | -2% | 6 | 1% | 5% | 6%
COc1ccc(C2SCC(=O)Nc3c2c(=O)[nH]n3C2CCCCCC2)cc1OC (centres undefined) | -4% | -0.7% | 0 | 5% | 1% | 5% | -3% | 1 | -1% | 2% | -1%
O=C(Nc1ccc(Cl)cc1)Nc1nccs1 | ? | -0.1% | 0 | 11% | 0% | . | ? | -5 | -2% | -3% | -9%
O=C1NC(=O)C(CCc2ccncc2)(CCc2ccncc2)C(=O)N1CCc1ccc(F)cc1 | -8% | -0.1% | 4 | -1% | -3% | -1% | 0% | -16 | -2% | 1% | -4%
FC(F)(F)c1ccc(CN2CCNCC2)cc1 | 7% | -0.3% | 0 | 0% | 3% | 12% | -2% | 26 | 0% | 4% | 1%
O=C(N/N=C/c1c(O)n(Cc2ccccc2)c(=O)[nH]c1=O)c1ccccc1 | ? | -0.3% | 6 | 26% | 8% | 0% | ? | -29 | -1% | 15% | 15%
C=CC(=O)NCNC(=O)C=C | . | 0.3% | . | . | . | . | 0% | ? | -2% | -2% | 3%
COc1ccccc1N1C(=O)NC(=O)/C(=C/c2ccc([N+](=O)[O-])s2)C1=O | . | -0.6% | -13 | -24% | 4% | . | 9% | -12 | 0% | -2% | ?
Nc1ccc(C(=O)N/N=C2/CN3CCC2CC3)cc1 | 0% | 0.1% | 2 | -1% | -6% | 0% | ? | -2 | -2% | -2% | -2%
COCc1nnc(NC(=O)c2cc3ccccc3o2)s1 | . | -0.8% | -6 | 25% | . | -10% | ? | -10 | 0% | 2%[11.5 µM] | 5%
CCCNC(=O)N1[C@H]2CC[C@@H]1C(C(=O)OC)=C(c1c(C)noc1C)C2 | . | 0.0% | . | -11% | . | . | 0% | 11 | . | 8% | 3%
CCN(CC)CCN=Cc1c(O)n(Cc2ccccc2)c(=O)[nH]c1=O | -7% | ? | -1&0 | 15%&-5% | -7%&19% | 11%&0% | ? | 1&8 | 1%&-3% | 3%&0% | -6%&-20%
O=c1[nH]c(=O)n(-c2ccc(F)cc2)c(O)c1C=NCCN1CCCCC1 | . | 0.4% | 0 | -1% | -1% | 0% | 1% | 6 | 1% | -2% | 0%
CN1CCCC(C(=O)c2ccccc2)C1 (centres undefined) | -5% | -1.2% | 1 | 2% | -3% | 1% | 1% | -8 | -3% | 9% | -1%
N#CCCn1cc(C=C2C(=O)NC(=O)NC2=O)c(-c2ccccc2)n1 | 24% | 0.2% | 1 | -6% | . | 7% | 0% | -6 | -3% | -1% | ?
CCCCOC(=O)C1=C(N)OC2=C(C(=O)CCC2)[C@]12C(=O)Nc1ccccc12 | -8% | 0.4% | 2 | 6% | -3% | -1% | ? | 12 | -3% | 4% | 11%
CN1CCc2nc(SC(C(=O)O)c3ccccc3)c(C#N)c(-c3cccs3)c2C1 (centres undefined) | . | 0.3% | 4 | ? | 7% | -2% | 8% | 22 | -18% | 2% | 0%
CN1C(=O)CN=C(c2ccccc2Cl)c2cc(Br)ccc21 | 2% | -1.0% | 5 | -12% | 2% | -3% | 1% | 3 | -7% | -1% | -3%
CCCCNC(=O)CN1C(=O)CN=C(c2ccccc2)c2ccccc21 | . | 0.2% | 2 | -40% | 7% | 1% | ? | 4 | -1% | 2% | 2%
O=[N+]([O-])c1ccccc1CN1CC=C(c2ccc(F)cc2)CC1 | 2% | -0.3% | -1 | -32%[inhibitor] | 4% | 2% | 6% | 39[activator] | -4% | 1% | 2%
CC(C)CNC(=O)c1c(N)n(Cc2ccco2)c2nc3ccccc3nc12 | ? | 0.0% | -3 | -47%[inhibitor] | 20% | -2% | ? | 11 | -10% | i | -5%
O=C(O)C(Br)CBr (centres undefined) | . | -0.8% | . | . | . | . | 7% | -11 | -1% | 5% | 0%

The results go on:
SMILES | Menin-MLL TR inh | B2AR arrestin | FBPA coupling cs | a7 integrin act | PKM2 act | GALK inhibitor | Chronic BCR inh | Giardia killer | TSG101-PTAP inh | S-ASM inh | Tb PFK inh
O=C(O)[C@H]1NC[C@H]2C[C@H]21 | 11% | -0.8% | 6 | 4% | -41% | -2% | 1% | -9 | -2% | 2% | -2%
Cc1ccc(C(=O)n2c(N)nc3ccccc32)cc1 | 20% | -0.4% | -1 | 5% | -33% | 14% | ? | -81* | -3% | 7% | -13%
CC(C)CNc1c2c(nc3ccccc13)CCC2 | 0% | 2.9% | 0 | -59%[inhibitor] | . | . | 3% | -9 | 1% | 2% | 0%
Nc1c(C(=O)NCC2CCCO2)c2nc3ccccc3nc2n1Cc1ccco1 (centres undefined) | . | -0.8% | -1 | -31% | 18µM* | 4% | ? | -15 | -6% | . | -20%
CCCCNC(=O)Nc1ccc(C(O)(C(=O)OC)C(F)(F)F)cc1 (centres undefined) | 0% | -0.4% | 0 | -13% | 4% | 2% | ? | -5 | -3% | -2% | -5%
O=C(O)CCn1cc(C=C2C(=O)NC(=O)NC2=O)c(-c2ccc(Br)cc2)n1 | 18% | -1.7% | 10 | -6% | 3% | -1% | 0% | -11 | -3% | . | -11%
Cc1ccnc(NS(=O)(=O)c2ccc(N=Cc3c(O)n(C)c(=O)n(C)c3=O)cc2)n1 | -21% | -0.2% | 4 | 0% | 16% | 7% | 11% | 10 | 2% | 11% | ?
Cc1cc(OC(=O)c2cccs2)c2c3c(c(=O)oc2c1)CCCC3 | -10% | -0.4% | -1 | 5% | 3% | 0% | -8% | -14 | -5% | -15% | 0%
O=C(O)CCCOc1ccc(Cl)cc1Cl | -3% | . | 14 | . | . | . | . | 17 | -3% | 2% | .
COc1cc(/C=C2/SC(=S)N(Cc3ccccc3)C2=O)ccc1OCC(=O)O | ? | 0.1% | 1 | -20% | 1% | -7% | ? | 13 | -3% | ? | 4%
CN(C)CCNC(=O)c1cccn(Cc2cc(C(F)(F)F)cc(C(F)(F)F)c2)c1=O | -18% | 0.0% | 4 | -33% | -3% | -1% | -16% | 30[activator] | -7% | 4% | 1%
COc1ccc(OC)c(N2C(=O)NC(=O)C(CCc3ccncc3)(CCc3ccncc3)C2=O)c1 | 0% | -0.2% | 3 | 16% | -2% | 1% | 3% | -1 | -6% | 4% | 3%
COc1cc2c(cc1OC)C(C(=O)NC(C)C)C1CCCCN1C2=O (centres undefined) | . | -0.1% | 1 | 8% | -4% | -3% | 1% | 4 | -3% | -2% | -8%
N/C(=N/[N+](=O)[O-])N1CCN(C(=O)c2ccc(Cl)cc2)CC1 | 0% | 0.2% | 4 | 5% | 0% | 2% | -1% | 0 | 0% | 2% | 3%
COc1ccccc1N1C(=O)CC(=O)NC1=O | 10% | 0.2% | 3 | -9% | 11%[0.46 µM] | 1% | -5% | ? | -3% | 3% | 5%
BrCC(Br)C1CCC(Br)C(Br)C1 (centres undefined) | . | 9.4% | . | . | . | . | ? | -2 | 1% | 3% | 0%
CCOP(=O)(OCC)C(NC(=O)c1ccccc1Cl)=C(Cl)Cl | 7% | -0.6% | 2 | -24% | -5% | 0% | 2% | -5 | -10% | 3% | -3%
O=C1NC(=O)N(c2ccccc2)C(=O)/C1=C/c1ccc2c(c1)Cc1ccccc1-2 | 32%[activator] | 0.0% | 4 | . | 8% | 7% | 14% | . | . | . | -11%
CCC(=O)N1CCN(CCN=Cc2c(O)n(C)c(=O)n(C)c2=O)CC1 | -5% | 0.1% | -1 | -11% | -4% | 16% | 5% | -8 | -2% | 5% | -4%
CCCCCn1c(=O)c(C(=O)NCc2ccc(Cl)cc2)c(O)c2ccccc21 | 0% | -0.4% | -2 | 11% | 1% | -3% | 6% | 13 | -1% | -5% | 1%

This is a subset; the hit share may differ from the screen's.
